Compound activity deposited in PubChem BioAssay by National Center for Advancing Translational Sciences (NCATS).
a7 integrin act: qHTS for Activators of Integrin-Mediated Alleviation for Muscular Dystrophy | 350,000 compounds, 0.064% hits | alpha7betagal myoblasts, beta-gal FDG fluorescence, 48 h | Potency, µM (doses to about 38.3 µM), for the others: top-dose activation, most hits filed as activators;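 also: potency is read from the fitted curve at half-maximal effect; 100% = response of the positive control SU9516; nearly all actives have a fitted effect of over 60% in size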
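alpha7betagal+/- myoblasts (passage 13, 250/well) treated 48 h at 37C with compounds at 1:260 dilution of DMSO stock. Lysed, then beta-galactosidase activity read as FDG fluorescence (ex 480/em 540) after 30 min, with pre-read for autofluorescence.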
Chronic BCR inh: qHTS Assay to Find Inhibitors of Chronic Active B-Cell Receptor Signaling; ABC-DLBCL IkBa-CBG/CBR reporter, luminescence ratio, 4 h; AID 493014, 2011; Potency, µM (highest dose often 46.1 µM), without a hit: top-dose ratio change, negative = lower green/red ratio, hits mostly inhibitors; 340,000 compounds, 0.05% hits; active = well fitted inhibition curve with a large enough effect in the signal ratio, with a control signal flat, not every such curve was filed as active; inconclusive = small, poorly fitted or top-dose-only effect, or effect the other way, or a change in a side signal; the % refers to the signal ratio;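 also: potency is read from the fitted curve at half-maximal effect; plate controls were basal doxycycline-induced cells for no effect and cells given 10 µM MG132 for full effect; MG132 reads +100%, hits lower the ratio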
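TMD8 ABC-DLBCL cells carrying doxycycline-inducible green luciferase fused to IkappaBalpha plus unfused red luciferase were exposed to compounds (up to 46 uM) for 4 hrs at 37C. Activity came from the overlap-corrected green/red luminescence ratio.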
S-ASM inh: Inhibitors of Secretory Acid Sphingomyelinase (S-ASM): qHTS; 340,000 compounds, 0.006% hits; AID 504937, 2011; placental ASM, HMU-PC fluorogenic substrate, 60 min; Sphingomyelin phosphodiesterase (Homo sapiens), P17405; Potency, µM (doses to about 57.5 µM), inactives show at the top dose activity change, negative = inhibition, usual class: inhibitors; also: potency is read from the fitted curve at half-maximal effect
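Human placenta-derived ASM enzyme was preincubated with compound for 10 minutes at room temperature, then given fluorogenic substrate HMU-PC0 (9 uM final) for 60 minutes at 37 °C; a pH 10 stop preceded fluorescence reading at Ex 386/Em 447 nm.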
Menin-MLL TR inh: qHTS Assay for Inhibitors Targeting the Menin-MLL Interaction in MLL Related Leukemias: Competition With Texas Red Labeled MLL-derived Mutant Peptide; O00255; AID 1768, 2009; Menin + Texas Red MLL mutant peptide, fluorescence polarization; 270,000 compounds, 0.23% hits; Potency, µM (top dose mostly 61.6 µM), for inactives: at the top dose FP activity change, negative = inhibition, usual class: inhibitors; active = well fitted inhibition curve with a large enough effect in the polarisation, with a control signal flat, not every such curve was filed as active; inconclusive = small, poorly fitted or top-dose-only effect, or effect the other way, or a change in a side signal; inactive = no such curve, though single readings can be large or run the other way; the % refers to the polarisation; also: potency is read from the fitted curve at half-maximal effect; % of control where 0% means no effect; many of its hits are not listed in these tables
TSG101-PTAP inh: qHTS Assay for Iinhibitors of HIV-1 Budding by Blocking the Interaction of PTAP/TSG101; Tumor susceptibility gene 101 protein (Homo sapiens), Q99816; Fluorescence polarization, FITC-PTAP peptide / Tsg101 binding; Potency, µM (series often up to 115 µM), inactives show at the top dose activity change, negative = inhibition, usual class: inhibitors; 340,000 tested, under 10 active; AID 493005, 2010; active = well fitted inhibition curve with a large enough effect in the main read-out, with a control signal flat, not every such curve was filed as active; inconclusive = small, poorly fitted or top-dose-only effect, or effect the other way, or a change in a side signal; inactive = no such curve, though single readings can be large or run the other way; also: potency is read from the fitted curve at half-maximal effect; % of control where 0% means no effect
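Steps: Tsg101 binding domain dispensed (10 uM final), compounds pinned in DMSO, FITC-labeled PTAP-motif peptide added (50 nM final); after 20 min binding at room temperature, polarization measured.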
PKM2 act: qHTS Assay for Activators of Human Muscle isoform 2 Pyruvate Kinase | purified PKM2, Kinase-Glo ATP luminescence, activation; response scale: 0% is enzyme alone, no compound | Potency, µM (titrated, usually from 57.5 µM), inactives show at the highest dose activation, actives largely listed as activators | Pyruvate kinase PKM (Homo sapiens), P14618 | 260,000 compounds, 0.34% hits; also: potency is read from the fitted curve at half-maximal effect; % is scaled to controls: 0 for no effect and ±100 for the full control effect; nearly all actives have a fitted effect of over 55% in size
Target sequence (P14618 whole entry, looked up, canonical isoform): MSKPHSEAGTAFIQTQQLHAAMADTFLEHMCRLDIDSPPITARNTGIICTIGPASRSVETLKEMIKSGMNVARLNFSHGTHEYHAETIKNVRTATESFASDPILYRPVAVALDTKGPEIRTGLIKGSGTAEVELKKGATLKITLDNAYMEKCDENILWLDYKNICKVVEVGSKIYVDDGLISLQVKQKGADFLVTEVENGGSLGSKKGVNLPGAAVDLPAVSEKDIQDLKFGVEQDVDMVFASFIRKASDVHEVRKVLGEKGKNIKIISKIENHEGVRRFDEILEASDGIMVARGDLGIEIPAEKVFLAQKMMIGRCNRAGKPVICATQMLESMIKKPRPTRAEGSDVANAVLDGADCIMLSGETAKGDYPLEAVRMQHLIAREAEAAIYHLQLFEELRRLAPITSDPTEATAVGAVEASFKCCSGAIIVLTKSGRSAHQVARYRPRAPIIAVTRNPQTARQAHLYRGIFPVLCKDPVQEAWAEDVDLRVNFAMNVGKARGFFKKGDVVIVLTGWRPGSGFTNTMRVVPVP
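Kinase-Glo luminescence reports ATP generated from ADP (0.1 mM) and PEP (0.5 mM) by purified hPK-M2 after 1 h at room temperature, pH 7.2 imidazole buffer; intermediate enzyme activity allows detecting inhibitors and activators.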
Coupling enz: qHTS Assay for Inhibitors of Fructose-1,6-bisphosphate Aldolase from Giardia Lamblia: Coupling assay counterscreen | coupling enzyme system counterscreen, AmpLite Red fluorescence | activity change, negative = inhibition, % at 58.2 µM, hits read low | 290,000 compounds, 0.67% hits | AID 2472, 2010; in the data active = activity change below about -30%; also: % is scaled to controls: 0 for no effect and ±100 for the full control effect
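First, compound is pin-transferred into glyceraldehyde-3-phosphate coupling-enzyme reagent at 57.5 uM final and held 10 min at RT. Next, substrate, coupling system and AmpLite Red are added. After 20 min RT, fluorescence (525/598 nm) is read.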
Giardia killer: Small Molecules that selectively kill Giardia lamblia: qHTS | 340,000 compounds, 0.15% hits | activity change, % at 7.66 µM, hits read low | AID 540267, 2011 | Giardia lamblia trophozoite viability; in the data active = activity change below about -80%; inconclusive = between about -30% and that limit;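 also: parasites exposed to compound for two days anaerobically before the ATP read; % is scaled to controls: 0 for no effect and ±100 for the full control effect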
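Luminescent ATP signal served as the viability read-out, measured 15-30 min after adding ATP detection reagent to trophozoites that had been incubated with compounds for 48 hrs at 37 deg C anaerobically at 100 cells/well.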
B2AR arrestin: qHTS assay of beta-arrestin-biased ligands of beta2-adrenergic receptor; beta-arrestin recruitment to beta2AR, cell-based reporter; Potency, µM (titrated, usually from 46.1 µM), for the others: top-dose activation, most hits filed as activators; Beta-2 adrenergic receptor (Homo sapiens), P07550; 330,000 compounds, 0.02% hits;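 also: potency is read from the fitted curve at half-maximal effect; 0% = DMSO controls and full agonism = EC100 isoproterenol or metaproterenol; nearly all actives have a fitted effect of over 65% in size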
Target sequence (P07550 whole entry, looked up): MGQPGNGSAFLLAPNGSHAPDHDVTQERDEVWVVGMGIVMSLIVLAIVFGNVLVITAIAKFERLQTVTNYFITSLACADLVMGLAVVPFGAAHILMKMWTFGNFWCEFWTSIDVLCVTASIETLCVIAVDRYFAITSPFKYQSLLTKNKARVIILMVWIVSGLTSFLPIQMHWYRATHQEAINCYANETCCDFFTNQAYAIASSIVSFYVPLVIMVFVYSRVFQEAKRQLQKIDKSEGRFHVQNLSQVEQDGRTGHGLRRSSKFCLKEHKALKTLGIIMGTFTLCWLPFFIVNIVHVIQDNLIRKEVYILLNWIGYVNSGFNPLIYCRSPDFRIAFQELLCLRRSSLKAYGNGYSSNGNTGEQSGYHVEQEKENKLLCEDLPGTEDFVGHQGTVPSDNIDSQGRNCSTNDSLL
GALK inh: qHTS Assay for Inhibitors of Human Galactokinase (GALK); Purified GALK, Kinase-Glo residual ATP luminescence; AID 1868, 2009; P51570; Potency, µM (highest dose often 57.5 µM), for inactives: at the highest dose activity change, negative = inhibition, actives largely listed as inhibitors; 270,000 compounds, 0.007% hits; also: potency is read from the fitted curve at half-maximal effect; % is scaled to controls: 0 for no effect and ±100 for the full control effect
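Kinase-Glo Plus luminescence measured ATP left after a 1 h room-temperature reaction. The reaction used 5 nM GALK, 100 uM galactose and 35 uM ATP at pH 8.0 (20 mM HEPES, 5 mM MgCl2, 60 mM NaCl, 1 mM DTT, 0.01% BSA).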
Tb PFK inh: qHTS Assay to Find Inhibitors of T. brucei phosphofructokinase; Potency, µM (top dose mostly 57.5 µM), for the others: at the highest dose activity, negative = inhibition, most hits filed as inhibitors; T. brucei PFK, ADP-Glo luminescence; AID 485367, 2010; 330,000 compounds, 0.17% hits;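 also: potency is read from the fitted curve at half-maximal effect; 0% = uninhibited 1x PFK enzyme wells and -100% = no-enzyme wells; nearly all actives have a fitted effect of over 60% in size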
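PFK 1.25 nM, F6P 0.5 mM, ATP 0.1 mM, 0.1 M TEA pH 8.0, 5 mM MgCl2, 0.01% Tween20, 0.1% BSA; 45 min RT. ADP-Glo readout. qHTS titration up to 57 uM; curves fitted, compounds curve-classed.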
* marks the source's active call; other numbers are inactive results; ? = inconclusive; . = not tested or not shown; [ ] = dose if it differs, or a comment. Unless noted, calls follow the shape of the dose curve; as a rule, active = well fitted curve in the direction sought with a large enough effect; inconclusive = small, poorly fitted or top-dose-only effect, or another doubt; inactive = no such curve, though single readings can be large; an effect the other way counts as inactive or inconclusive. Not all compounds are listed (hit frequency here may not be typical).

SMILES	a7 integrin act	Chronic BCR inh	S-ASM inh	Menin-MLL TR inh	TSG101-PTAP inh	PKM2 act	Coupling enz	Giardia killer	B2AR arrestin	GALK inh	Tb PFK inh
COc1cc(C(=O)NCc2ccccc2)cc(Br)c1OC	-17%	-2%	0%	4%	-6%	-10%	1	22	-0.1%	3%	0%
COc1cc(OC)c(-n2c(C)cc(C=O)c2C)cc1Cl	4%[7.66 µM]	-26%	3%	-6%	-5%	-3%	4	3	0.0%	7%	4%
CC1CCC2(CC1)OCC1(CCC3(COC4(CCC(C)CC4)OC3)C1=O)CO2 (stereo not given)	17%	0%	5%	-6%	-9%	0%	2	-6	0.0%	4%	-10%
Cc1ccc(C)c(-c2cc(C(=O)NNC(=S)NCC(C)C)c3ccccc3n2)c1	0%	23%	0%	?	-1%	-3%	0	-13	0.0%	-2%	2%
Cc1ccc(S(=O)(=O)n2cc(-c3ccccc3)c(N)n2)cc1	?	7%	-4%	.	-2%	-2%	-2	-17	2.3%	0%	3%
CC(C)[C@H](N)c1cn([C@@H](CC(N)=O)C(=O)N2CCNCC2)nn1	6%	-10%	0%	.	2%	.	.	-11	-0.1%	.	-4%
O=C(Nc1cccc(S(=O)(=O)N2CCOCC2)c1)C1COc2ccccc2O1 (stereo not given)	8%	0%	-2%	.	-3%	.	.	-3	0.1%	.	-19%
Cc1c(NC(=O)C(C#N)=C2CCCCC2)c(=O)n(-c2ccccc2)n1C	11%	-3%	5%	2%	0%	-1%	0	1	0.0%	6%	-2%
COc1cccc(-n2c(SCC(=O)N3CCCCC3)nc3c([nH]c4ccccc43)c2=O)c1	-1%	10%	-1%	-16%	3%	2%	3	-13	-0.6%	1%	4%
CCOc1ccc(C(=O)NCC(=O)NNC(=O)c2ccco2)cc1OCC	-27%	0%	0%	.	-1%	.	.	-14	-0.1%	.	6%
Cc1cccc(Cn2c(NCC(C)O)nc3c2c(=O)n(C)c(=O)n3C)c1 (stereo not given)	-7%	-1%	-2%	13%	-7%	8%	0	1	0.1%	-2%	-4%
Cc1cc(-c2ccccc2)n2ncc(-c3ccccc3)c2n1	-3%	?	-10%	16%	1%	-2%	-1	-15	-0.8%	2%	-4%
CCc1cc2c(=O)c(-c3nc4ccccc4n3C)c(COCC(=O)O)oc2cc1OC(=O)C(C)(C)C	7%	11%	11%	16%	-3%	1%	5	13	0.5%	0%	4%
CCN(C(=O)CSc1nc2scc(-c3ccccc3)c2c(=O)n1C)C1CCS(=O)(=O)C1 (stereo not given)	25%	?	3%	.	-1%	.	.	27	-0.1%	.	-1%
O=C(Nc1c(C(=O)N2CCCCC2)cnn1-c1ccccc1)c1ccco1	-20%	11%	-1%	1%	-2%	11%	1	-28	0.4%	-2%	0%
CC(Sc1nnnn1-c1ccccc1)C(=O)NC1CCCC1 (stereo not given)	-23%	2%	2%	.	-1%	.	.	13	0.2%	.	0%
COc1cccc(C(=O)OCC(=O)c2ccc(S(=O)(=O)N3CCCCC3)cc2)c1OC	-12%	-4%	-2%	.	-4%	.	.	-17	-0.4%	.	0%
O=C(NCCc1ccccc1)C(=O)c1c[nH]c2ccccc12	0%	?	-4%	-40%	-4%	2%	-4	7	0.8%	-7%	3%
Cc1ccc(N(C)S(=O)(=O)c2ccc(C)cc2)cc1	-11%[7.66 µM]	4%	-1%	8%	1%	-1%	-2	16	-0.1%	0%	0%
COc1ccc(N(CCCN2C(=O)c3cccc4cccc(c34)C2=O)C(=O)c2cccs2)cc1	16%	-2%	-3%	-4%	-13%	-1%	-16	-7	-0.7%	.	1%
CCN(C(=O)c1cn(C)c(=O)c2ccccc12)c1ccccc1F	46%	2%	3%	-27%	-3%	.	5	-9	0.2%	0%	12%
CCC1Oc2ccc(C)cc2N(CC(=O)NCCCN2CCN(Cc3ccccc3)CC2)C1=O (stereo not given)	-20%	8%	4%	-17%	-5%	-13%	-2	24	-0.1%	-2%	4%
O=C(Cc1ccc(NS(=O)(=O)c2ccc(Cl)c(Cl)c2)cc1)NCCN1CCOCC1	9%	8%	.	.	-6%	.	.	-1	0.0%	.	21%
CC12CCC(C(=O)N(NC(=O)c3ccccc3Cl)C1=O)C2(C)C (stereo not given)	5%	?	5%	-5%	-1%	-2%	1	8	-0.3%	0%	-4%
COc1ccccc1C1SCCN1S(=O)(=O)c1cccc(C(F)(F)F)c1 (stereo not given)	-6%	19%	-3%	29%	-8%	5%	-4	3	-0.5%	0%	-7%
More structures
SMILES	a7 integrin act	Chronic BCR inh	S-ASM inh	Menin-MLL TR inh	TSG101-PTAP inh	PKM2 act	Coupling enz	Giardia killer	B2AR arrestin	GALK inh	Tb PFK inh
O=C(NC1CCCCC1)c1cc(-n2cnnc2)ccc1Cl	-9%	?	0%	.	1%	-5%	.	-14	0.4%	3%	-3%
Cc1cc(C)nc(SCC(=O)Nc2ccc(S(=O)(=O)NC(C)(C)C)cc2)n1	-37%	-5%	7%	-12%	1%	-6%	3	-1	-0.2%	-4%	0%
O=S(=O)(NCc1cccnc1)c1ccc(Cl)nc1	-3%	6%	13%	14%	0%	4%	-1	14	-0.5%	.	0%
COc1cc(Nc2ncnc(N)n2)cc(OC)c1OC	13%	-21%	4%	.	-1%	4%	1	0	-0.6%	1%	2%
COC(=O)CCC(=O)NNC(=O)CCC(=O)Nc1cccc(Cl)c1C	-19%	0%	1%	-24%	0%	-11%	1	-11	0.2%	10%	5%
C/C(=N\Nc1cc(Cl)nc(C)n1)c1ccc(Cl)c(Cl)c1	?	-22%	?	-9%	-10%	0%	7	-4	-0.1%	-1%	0%
O=C(CC(c1ccccc1)c1ccccc1)Nc1ccc(C(=O)O)cc1	19%	?	4%	29%	-6%	.	8	-16	-0.1%	-1%	9%
Cc1cc(Cl)ccc1NC(=S)NCc1ccc(Cl)cc1	6%	-11%	1%	16%	-4%	-9%	-1	-14	0.1%	-2%	-1%
CC(=O)c1sc2c(c1N)c(=O)[nH]c(=O)n2-c1ccccc1	0%	1%	6%	-5%	-7%	.	-5	-4	-1.1%	.	7%
Cc1nnc(NC(=O)c2ccc(F)c(S(=O)(=O)N3CCCCC3)c2)s1	17%	-1%	.	-17%	-9%	0%	5	18	0.5%	2%	3%
CCOC(=O)c1c(NC(=O)CSc2nnc(-c3cccnc3)o2)sc(C(C)=O)c1C	12%	-1%	-3%	-11%	6%	0%	1	-17	-0.3%	-1%	1%
Cc1ccc(SCc2noc(C(=O)NC(C)C)c2C(=O)O)cc1C	-6%	6%	8%	18%	-1%	0%	8	24	-0.8%	-1%	3%
Cc1cc(NC(=O)CN2CCN(c3ccccc3O)CC2)no1	1%	-13%	4%	1%	-1%	10%	1	-4	0.3%	2%	-4%
Cc1ccc(NC(=O)c2sc3nc[nH]c(=O)c3c2C)c(C)c1	21%	-4%	-3%	10%	-5%	8%	-15	1	-0.1%	-3%	6%
CCOc1c2ccc(C(=O)NCc3ccc(OC(F)(F)F)cc3)cc2nn1C	25%	6%	26%	12%	-1%	1%	0	31[activator]	-0.5%	.	-2%
COc1ccc(NC(=O)COC(=O)c2ccc(S(=O)(=O)N3CCCC3)cc2)cc1OC	0%	?	1%	.	2%	.	.	-5	0.0%	.	3%
C/C(=N\S(=O)(=O)c1ccc(C)cc1)Nc1cc(C(C)C)c(O)cc1C	?	-12%	-1%	9%	2%	-1%	-2	-21	-0.5%	0%	0%
CSc1ccccc1C(=O)N1CCc2ccccc2C1	-20%	-3%	-4%	-25%	0%	-2%	-5	4	0.2%	-4%	0%
COc1ccc(CN(C)C(c2ccccc2)c2nnnn2-c2ccccc2C)c(OC)c1C (stereo not given)	-35%	8%	-1%	-10%	0%	-2%	1	-18	-0.8%	2%	5%
O=C(Cc1ccccc1)Nc1ccc(NC(=O)Cc2ccccc2)c(Cl)c1	23%	6%	3%	?	-2%	-3%	2	5	-0.7%	.	-3%
